PLCb3 inh = human PLC-beta3 inhibitors, primary screen, biochemical, fluorescence; 1-phosphatidylinositol 4,5-bisphosphate phosphodiesterase beta-3 (Homo sapiens), Q01970; Purified PLC-beta3, fluorogenic substrate; inhibition, % at 12.2 µM; hit rate 0.18% among 370,000; AID 720704, 2013; in the data active means inhibition above about 11%;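 further: 0% = median of compound wells on plate and 100% = full blocker control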
PLCg1 inh = PLC-gamma1 enzyme inhibitors, primary screen, biochemical, fluorescence, purified enzyme. fluorogenic substrate. hit rate 0.84% among 370,000. AID 720700, 2013. inhibition, % at 12.2 µM. 1-phosphatidylinositol 4,5-bisphosphate phosphodiesterase gamma-1 (Homo sapiens), P19174; in the data active means inhibition above about 9.5%
Tn7 DDE FP = inhibitors of Tn7 peptide binding to fibrin DD(E), primary screen, biochemical, fluorescence polarization, human fibrin, Tn7 probe. FP displacement of FITC-Tn7 peptide from fibrin DD(E); 0% = median of compound wells per plate. inhibition, % at 8.3 µM. hit rate 0.13% among 370,000. AID 720508, 2013;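 active means inhibition above the mean of compounds falling within the control limits plus 3 SD of them, cut at about 14% in these data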;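 further: 0% = plate median of compound wells and 100% = 10 µM Aha-Tn7 peptide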
Target sequence (P02675 whole entry, looked up): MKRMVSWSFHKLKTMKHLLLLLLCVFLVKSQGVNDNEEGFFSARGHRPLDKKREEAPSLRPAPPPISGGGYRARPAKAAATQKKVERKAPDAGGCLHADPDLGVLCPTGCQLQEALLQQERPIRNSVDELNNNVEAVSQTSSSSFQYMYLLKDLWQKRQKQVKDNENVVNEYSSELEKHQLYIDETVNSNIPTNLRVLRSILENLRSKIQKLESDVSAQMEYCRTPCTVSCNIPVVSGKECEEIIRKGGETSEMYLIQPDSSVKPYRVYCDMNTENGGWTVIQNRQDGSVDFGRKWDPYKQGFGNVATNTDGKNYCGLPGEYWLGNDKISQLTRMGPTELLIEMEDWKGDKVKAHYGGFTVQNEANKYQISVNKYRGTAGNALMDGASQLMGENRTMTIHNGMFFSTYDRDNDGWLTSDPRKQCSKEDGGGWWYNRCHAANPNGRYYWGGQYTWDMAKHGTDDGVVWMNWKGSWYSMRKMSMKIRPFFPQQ
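Test system: human clot-derived fibrin DD(E) complex / Quantity: 2 µM final DD(E) protein / Incubation: 10 min plus 3 h, room temperature / Measured by: fluorescence polarization / Benchmarks: high control of 10 µM Aha-Tn7 peptide / Replicates: singlicate testing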
UHRF1 MBD2 ctr = UHRF1 methylated DNA binding inhibitors, primary screen, counter-screen for MBD2 inhibitor project, biochemical, TR-FRET, human UHRF1, single concentration. E3 ubiquitin-protein ligase UHRF1 (Homo sapiens), Q96T88. UHRF1 binding to methylated oligo. inhibition, % at 4.4 µM. hit rate 0.75% among 370,000. AID 687016, 2013; in the data active means inhibition above about 21%;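 further: UHRF1 SRA domain binding a hemimethylated CpG hairpin DNA probe; 0% = median of test compound wells and 100% = reference inhibitor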
MBD2 DNA inh = inhibitors of MBD2 binding to methylated DNA, primary screen, biochemical, TR-FRET, DNA-binding domain, human; Methyl-CpG-binding domain protein 2 (Homo sapiens), Q9UBB5; MBD2 binding to methylated oligonucleotide; inhibition, % at 4.4 µM; hit rate 0.31% among 370,000; in the data active means inhibition above about 13%
ADAM17 inh = ADAM17 inhibitors, primary screen, biochemical, QFRET. recombinant ADAM17, EDANS/DABCYL FRET peptide cleavage. inhibition, % at 6.95 µM. hit rate 0.83% among 370,000. AID 720648, 2013;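 active means inhibition above the mean of compounds lying between control limits plus 3 SD, set per campaign, cut at about 8.5% in these data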;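 further: 0% = DMSO-only wells as the low control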
ARFGAP1 inhibitor = inhibitors of rat ARFGAP1 GAP activity, primary screen, biochemical, fluorescence polarization, GDP tracer. inhibition, % at 16.5 µM. Arfgap1-stimulated ARF1 GTP hydrolysis, GDP FP detection. ADP-ribosylation factor GTPase-activating protein 1 (Rattus norvegicus), Q62848. hit rate 0.26% among 360,000;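 active means inhibition above a per-plate limit, mean inhibition of low control wells plus 3 SD, cut at about 25% in these data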;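 further: 0% = DMSO wells with enzyme and 100% = wells lacking Arfgap1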
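system = rat Arfgap1 catalytic domain, aa 1-136 | technique = FP, GDP Alexa 633 tracer displaced from anti-GDP antibody, 620/688 nm | compound = one concentration, 16.5 µM, DMSO 1.26% | medium = HEPES-based buffer, pH 7.5 | timing = compound-enzyme preincubation 20 min, reaction 120 min, detection 60 min, 25 °C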
ASAP1 GAP inh = inhibitors of human ASAP1 ArfGAP activity, primary screen, biochemical, fluorescence polarization; hit rate 0.19% among 360,000; AID 624377, 2012; inhibition, % at 16.5 µM; ASAP1-stimulated ARF1 GTP hydrolysis, GDP FP detection; in the data active means inhibition above about 25%;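 further: 0% = vehicle with enzyme and substrate and 100% = no enzyme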
Target sequence (Q9ULH1 325-724 limits assumed): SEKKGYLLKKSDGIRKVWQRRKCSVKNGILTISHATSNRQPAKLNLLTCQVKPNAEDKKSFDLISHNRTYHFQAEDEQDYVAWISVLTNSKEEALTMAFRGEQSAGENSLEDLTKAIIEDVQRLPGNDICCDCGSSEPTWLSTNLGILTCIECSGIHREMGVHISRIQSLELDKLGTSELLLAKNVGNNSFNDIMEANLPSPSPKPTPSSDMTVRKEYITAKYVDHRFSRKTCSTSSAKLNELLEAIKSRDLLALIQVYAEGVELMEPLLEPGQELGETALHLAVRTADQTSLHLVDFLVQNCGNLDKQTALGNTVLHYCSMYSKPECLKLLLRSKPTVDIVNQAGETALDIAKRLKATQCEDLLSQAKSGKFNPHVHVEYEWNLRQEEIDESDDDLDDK
proKLK7 act = proKLK7 zymogen activators, primary screen, biochemical, fluorescence intensity; Kallikrein-7 (Homo sapiens), P49862; purified proKLK7, EDANS-DABCYL substrate fluorescence; 100% is mature enzyme control, 0% vehicle; activation, % at 7 µM; hit rate 0.9% among 370,000;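 active means activation above the mean of all tested compounds plus 3 SD, computed per campaign excluding outliers beyond control limits, cut at about 13% in these data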
DDE Tn6 FP inh = inhibitors of Tn6 peptide binding to fibrin DD(E), primary screen, biochemical, fluorescence polarization, human fibrin, Tn6 probe. Fibrinogen beta chain (Homo sapiens), P02675. Fibrin DD(E) TRITC-Tn6 fluorescence polarization displacement. inhibition, % at 8.3 µM. hit rate 0.21% among 370,000. AID 720509, 2013;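 active means inhibition above a per-campaign cutoff: mean of compounds within control limits plus 3 SD, cut at about 15% in these data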;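 further: 0% = median of all compound wells on the plate and 100% = blocking peptide control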
* hit, by the source's call.

Key to letters – A = PLCb3 inh; B = PLCg1 inh; C = Tn7 DDE FP; D = UHRF1 MBD2 ctr; E = MBD2 DNA inh; F = ADAM17 inh; G = ARFGAP1 inhibitor; H = ASAP1 GAP inh; I = proKLK7 act; J = DDE Tn6 FP inh
1	CC(C)[C@H](NC(=O)N1c2ccccc2NC(=O)[C@@H]1C(C)C)C(=O)N[C@@H](Cc1c[nH]c2ccccc12)C(=O)O
  A: 1.8 | B: 3.1 | C: 4.0 | D: 1.7 | E: 1.1 | F: -2.3 | G: 5.5 | H: 2.5 | I: 0.0 | J: -1.0
2	NC(CCc1ccccc1)c1csc(Nc2ccc(C(=O)NCCCO)cn2)n1 (stereo unspecified)
  A: -35.7 | B: -21.9 | C: -2.8 | D: -0.9 | E: 0.3 | F: -6.9 | G: 17.3 | H: -7.4 | I: 1.0 | J: 1.9
3	Brc1ccc(CSc2nnc3ccccn23)cc1
  A: -25.9 | B: -1.4 | C: -1.9 | D: 32.6* | E: 6.8 | F: -3.8 | G: 5.6 | H: 11.2 | I: -0.9 | J: -1.7
4	O=C(OCc1ccccc1)c1cc(S(=O)(=O)N2CCCCC2)ccc1N1CCOCC1
  A: -4.7 | B: 1.3 | C: 3.1 | D: 0.9 | E: 1.4 | F: -3.6 | G: 1.2 | H: -2.0 | I: 0.2 | J: -2.0
5	COc1ccccc1OCCC(=O)OCC(=O)NCc1ccccc1
  A: 1.2 | B: -1.6 | C: 3.2 | D: 1.8 | E: 0.2 | F: -4.4 | G: 11.3 | H: -4.7 | I: -0.4 | J: -0.3
6	CC(=O)N1c2ccccc2Sc2ccccc21
  A: -7.2 | B: -1.3 | C: 0.7 | D: -2.6 | E: 1.2 | F: -2.0 | G: 12.3 | H: 15.7 | I: 0.8 | J: -0.3
7	CC1Cc2ccccc2N1C(=O)c1ccnc(C(C)(C)C)c1 (stereo unspecified)
  A: 0.3 | B: 2.7 | C: 1.3 | D: -4.3 | E: -1.9 | F: -0.3 | G: 1.1 | H: -2.9 | I: 0.1 | J: 2.1
8	CCCCNC(=O)Cn1c(=O)c2c(ncn2CCC(C)C)n(Cc2ccccc2)c1=O
  A: 4.1 | B: 1.3 | C: 2.3 | D: -0.1 | E: 7.3 | F: -2.7 | G: 4.8 | H: -5.1 | I: -0.3 | J: -8.5
9	COc1ccc(CCNC(=O)COC(=O)c2cc(OC)c(OC)cc2OC)cc1OC
  A: 3.5 | B: -0.7 | C: -1.4 | D: -3.6 | E: 5.5 | F: -0.6 | G: -3.3 | H: -8.4 | I: 0.5 | J: 12.8
10	Cc1onc(-c2ccccc2Cl)c1C(=O)OCC(=O)N1CCCc2ccccc21
  A: 1.7 | B: 5.1 | C: 5.7 | D: 2.4 | E: 7.8 | F: -3.4 | G: 9.3 | H: -8.2 | I: -0.1 | J: -7.3

Grouped by structure: the compounds so far containing an aryl methoxy group (2)
Key to letters – A = PLCb3 inh; B = PLCg1 inh; C = Tn7 DDE FP; D = UHRF1 MBD2 ctr; E = MBD2 DNA inh; F = ADAM17 inh; G = ARFGAP1 inhibitor; H = ASAP1 GAP inh; I = proKLK7 act; J = DDE Tn6 FP inh
5	COc1ccccc1OCCC(=O)OCC(=O)NCc1ccccc1
  A: 1.2 | B: -1.6 | C: 3.2 | D: 1.8 | E: 0.2 | F: -4.4 | G: 11.3 | H: -4.7 | I: -0.4 | J: -0.3
9	COc1ccc(CCNC(=O)COC(=O)c2cc(OC)c(OC)cc2OC)cc1OC
  A: 3.5 | B: -0.7 | C: -1.4 | D: -3.6 | E: 5.5 | F: -0.6 | G: -3.3 | H: -8.4 | I: 0.5 | J: 12.8

Continued:
Key to letters – A = PLCb3 inh; B = PLCg1 inh; C = Tn7 DDE FP; D = UHRF1 MBD2 ctr; E = MBD2 DNA inh; F = ADAM17 inh; G = ARFGAP1 inhibitor; H = ASAP1 GAP inh; I = proKLK7 act; J = DDE Tn6 FP inh
11	O=C(CCNS(=O)(=O)c1ccccc1C(F)(F)F)N1CCN(c2ccccc2O)CC1
  A: 1.8 | B: 0.5 | C: -6.1 | D: 2.1 | E: -7.4 | F: -0.6 | G: 4.1 | H: 5.0 | I: 0.4 | J: -8.0
12	Cc1occc1-c1nnc(SCC(=O)Nc2nccs2)n1Cc1ccco1
  A: 0.8 | B: -1.6 | C: -3.0 | D: -0.6 | E: -3.6 | F: 2.0 | G: 4.3 | H: 6.5 | I: 0.1 | J: 1.8
13	CC(Sc1nc2ccccc2c(=O)n1CC1CCCO1)C(=O)NC(C)c1ccccc1 (stereo unspecified)
  A: -1.5 | B: 1.9 | C: -5.9 | D: -1.6 | E: 0.4 | F: -3.3 | G: 10.0 | H: -3.5 | I: -0.3 | J: -1.9
14	CN1CCN(NC(=O)c2cccc(S(=O)(=O)N3CCCCCC3)c2)CC1
  A: -7.0 | B: 0.9 | C: 1.0 | D: 0.6 | E: -1.4 | F: -2.1 | G: 6.2 | H: -13.7 | I: 0.0 | J: 2.8
15	Cc1ccc(S(=O)(=O)Cc2ccc(C(=O)NCCCN3CCCC3=O)o2)cc1
  A: -2.4 | B: -4.6 | C: -0.2 | D: 0.4 | E: -0.9 | F: -2.1 | G: 11.6 | H: 11.7 | I: 0.2 | J: -1.6
16	OC(COc1ccc(Br)cc1)Cn1ccnc1 (stereo unspecified)
  A: -8.0 | B: 0.5 | C: -1.0 | D: -0.8 | E: 7.2 | F: -2.3 | G: -6.6 | H: 3.8 | I: -0.7 | J: 11.4
17	CCOc1ccc(NC(=O)CCC(=O)Nc2nnc(CC)s2)cc1
  A: -3.8 | B: 1.0 | C: -2.2 | D: 2.5 | E: 3.4 | F: -1.6 | G: -2.0 | H: -14.6 | I: -0.2 | J: -0.4
18	CCOC(=O)C1=CN(Cc2ccco2)S(=O)(=O)N(C)C1c1ccccc1 (stereo unspecified)
  A: -3.2 | B: -3.4 | C: -3.9 | D: 0.7 | E: 0.4 | F: -0.4 | G: -4.4 | H: 12.0 | I: 0.9 | J: -5.6
19	C=CCN(c1ccccc1)S(=O)(=O)c1cccc(C(=O)NC2CCC(O)CC2)c1 (stereo unspecified)
  A: -4.1 | B: -0.9 | C: -1.1 | D: 0.4 | E: 0.1 | F: 1.7 | G: -4.7 | H: -21.1 | I: 0.7 | J: -0.2
20	CCOC(=O)COc1ccc2nsnc2c1
  A: -55.2 | B: -45.7 | C: 1.9 | D: 1.4 | E: 4.4 | F: -43.4 | G: 1.1 | H: -10.3 | I: 5.9 | J: -12.3
21	CC(C)CNC(=S)N(CCO)Cc1cc2cc3c(cc2[nH]c1=O)OCO3
  A: -34.5 | B: -21.1 | C: -0.8 | D: 0.8 | E: 3.5 | F: -109.5 | G: 2.4 | H: -7.6 | I: 2.4 | J: 0.7
22	CCN(CC)CCNc1nc2ccccc2n1C
  A: -0.3 | B: 0.1 | C: -3.8 | D: -0.7 | E: 1.0 | F: -1.8 | G: 5.8 | H: 4.8 | I: -1.0 | J: -4.2
23	Fc1ccc(CSc2nc3ncccc3[nH]2)cc1
  A: 2.7 | B: -0.2 | C: 2.1 | D: -2.0 | E: -4.3 | F: -6.6 | G: 0.6 | H: -3.3 | I: 0.6 | J: -4.1
24	O=C(N/N=C/c1ccc(Cl)c([N+](=O)[O-])c1)c1cnccn1
  A: 6.3 | B: 3.4 | C: -4.4 | D: 1.8 | E: -2.6 | F: 4.2 | G: 3.3 | H: -5.5 | I: -0.3 | J: -1.9

Reprinted at random: two entries already listed
Key to letters – A = PLCb3 inh; B = PLCg1 inh; C = Tn7 DDE FP; D = UHRF1 MBD2 ctr; E = MBD2 DNA inh; F = ADAM17 inh; G = ARFGAP1 inhibitor; H = ASAP1 GAP inh; I = proKLK7 act; J = DDE Tn6 FP inh
24	O=C(N/N=C/c1ccc(Cl)c([N+](=O)[O-])c1)c1cnccn1
  A: 6.3 | B: 3.4 | C: -4.4 | D: 1.8 | E: -2.6 | F: 4.2 | G: 3.3 | H: -5.5 | I: -0.3 | J: -1.9
23	Fc1ccc(CSc2nc3ncccc3[nH]2)cc1
  A: 2.7 | B: -0.2 | C: 2.1 | D: -2.0 | E: -4.3 | F: -6.6 | G: 0.6 | H: -3.3 | I: 0.6 | J: -4.1

From PubChem BioAssay
